Source: PubChem BioAssay (Sanford-Burnham Center for Chemical Genomics)
CXCR6 inh: CXCR6 (human) receptor inhibition; 360,000 compounds, 0.36% hits; inhibition, % at 20 µM; O00574; CHO-K1 PathHunter CXCR6 beta-arrestin, luminescence; AID 602244; in the data active = inhibition above about 34%, passing the limit was not always enough;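 note: antagonist mode with CXCL16 agonist at 10 nM final; 0% = 10 nM CXCL16 with DMSO and 100% = unstimulated wells without agonist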
MPTP inh: inhibitors of mitochondrial permeability transition pore. isolated mouse mitochondria, Ca2+ swelling absorbance, 30 min. inhibition, % at 10 µM. 360,000 compounds, 1.4% hits;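 active = inhibition of 50% or more, scaled per plate between neutral and stimulator controls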;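 note: 0% = DMSO wells given calcium and 100% = 1 mM EGTA wells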
Gli-Sufu antag: blocks Gli-Sufu signaling in a luciferase reporter. Sufu-KO-LIGHT fibroblasts, Gli luciferase reporter luminescence. inhibition, % at 5 µM. 340,000 compounds, 0.74% hits. AID 588413;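 active = inhibition above about 55%, limit read from the data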;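 note: 0% = DMSO-treated cells and 100% = wells with medium but no cells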
CCR6 antag: blocks CCL20-driven beta-arrestin recruitment at human CCR6; P51684; CHO-K1 CCR6 PathHunter beta-arrestin, luminescence, CCL20-stimulated; inhibition, % at 20 µM; 340,000 compounds, 0.49% hits;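 active = compounds whose inhibition of the agonist-driven luminescence signal at 20 µM reaches about 50%, limit read from the data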;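 note: cells stimulated with CCL20 at 14 nM final; plate controls were DMSO with CCL20 for no effect and DMSO without agonist for full effect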
Target sequence (P51684 whole entry, looked up): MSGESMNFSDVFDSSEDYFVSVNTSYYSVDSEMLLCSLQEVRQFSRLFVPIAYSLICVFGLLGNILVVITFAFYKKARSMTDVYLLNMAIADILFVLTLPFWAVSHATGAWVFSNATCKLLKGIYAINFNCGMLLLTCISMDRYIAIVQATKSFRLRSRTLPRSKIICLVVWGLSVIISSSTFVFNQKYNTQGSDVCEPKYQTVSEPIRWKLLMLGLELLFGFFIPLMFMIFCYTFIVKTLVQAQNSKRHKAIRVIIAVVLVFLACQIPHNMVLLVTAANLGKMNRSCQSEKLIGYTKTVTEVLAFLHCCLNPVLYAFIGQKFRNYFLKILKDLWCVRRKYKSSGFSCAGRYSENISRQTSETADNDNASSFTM
A3G deaminase: inhibitors of human APOBEC3G DNA deaminase; recombinant A3G, ssDNA deamination FAM/TAMRA fluorescence; 330,000 compounds, 0.28% hits; Q9HC16; inhibition, % at 20 µM;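 active = inhibition of at least 40% at 20 µM, with no more than 30% in the related APOBEC3A deaminase screen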;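 note: plate controls were DMSO wells with A3G for no effect and wells lacking A3G enzyme for full effect; some compounds called inactive have numbers as strong as hits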
NR3A LBD binder: NR3A (human) ligand-binding domain modulation | NR3A LBD differential scanning fluorimetry, Tm shift; 0% = protein alone, 100% = glycine-bound protein | Tm shift relative to glycine control, % at 25 µM | 340,000 compounds, 2.5% hits | AID 1259313;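 active = melting temperature shift of at least 10% of the positive control shift, at one fixed dose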
APOBEC3A inh: inhibitors of human APOBEC3A DNA deaminase. P31941. 330,000 compounds, 0.41% hits. inhibition, % at 20 µM. recombinant A3A, FAM/TAMRA ssDNA deamination fluorescence. AID 493011;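 active = at least 40% inhibition at 20 µM here, with at most 30% in a related deaminase screen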;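 note: plate controls were A3A with DMSO for no effect and wells lacking A3A enzyme for full effect; some results filed as inactive read as strong as hits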
Target sequence (P31941 whole entry, looked up): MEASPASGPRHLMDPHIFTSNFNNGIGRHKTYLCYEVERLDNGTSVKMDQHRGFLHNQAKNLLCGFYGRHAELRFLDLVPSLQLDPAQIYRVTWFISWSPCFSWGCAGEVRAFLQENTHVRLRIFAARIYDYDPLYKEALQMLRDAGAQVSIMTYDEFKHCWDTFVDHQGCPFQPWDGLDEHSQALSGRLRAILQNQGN
EBI2 antag: EBI2 (human) antagonism; EBI2 beta-arrestin recruitment, luminescence, 7a,25-OHC stimulated; inhibition, % at 5 µM; 360,000 compounds, 0.81% hits; AID 651636; P32249; in the data active = inhibition above about 38%;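 note: enzyme fragment complementation signal reports receptor beta-arrestin coupling in cells; 0% = agonist plus DMSO wells and 100% = wells without agonist; some results beyond the cut were filed as inactive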
Target sequence (P32249 whole entry, looked up, the tested form may be a part): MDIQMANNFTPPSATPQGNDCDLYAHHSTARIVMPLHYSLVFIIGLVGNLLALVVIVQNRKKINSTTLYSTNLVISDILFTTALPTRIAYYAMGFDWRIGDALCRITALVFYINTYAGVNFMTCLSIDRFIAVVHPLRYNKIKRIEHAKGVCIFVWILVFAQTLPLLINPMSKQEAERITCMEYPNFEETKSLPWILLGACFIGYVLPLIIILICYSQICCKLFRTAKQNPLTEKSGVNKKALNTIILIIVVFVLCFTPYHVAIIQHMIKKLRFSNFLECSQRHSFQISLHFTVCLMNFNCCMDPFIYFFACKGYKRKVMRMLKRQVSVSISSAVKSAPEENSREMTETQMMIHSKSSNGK
Active calls of the source: *; · = no result given; & = joins results of further samples.

SMILES	CXCR6 inh	MPTP inh	Gli-Sufu antag	CCR6 antag	A3G deaminase	NR3A LBD binder	APOBEC3A inh	EBI2 antag
O=C(NCCCN1CCCC1=O)c1ccc2c(=O)n(-c3ccccc3F)c(=S)[nH]c2c1	4.7	-0.7	-1.9	-4.6	-6.7	-0.3	-4.8	3.4
Cc1ccc(S(=O)C(c2ccccc2)c2ccccc2)cc1 (centres undefined)	7.2	-0.9	3.5	6.8	·	-0.2	·	10.8
COc1ccc(F)cc1S(=O)(=O)NCc1ccccc1	-0.4	0.4	0.4	6.9	-0.1	-0.2	5.5	-0.5
O=C(Nc1cc(S(=O)(=O)N2CCCCC2)ccc1O)c1ccccc1NS(=O)(=O)c1ccc(F)cc1	6.3&5.6	96.9*	3.0&-1.6	8.4&1.7	-5.1	21.0*	-0.5	6.6&-8.5
COCCNC(=O)CN1C(=O)COc2ccc(S(=O)(=O)N3CC(C)CC(C)C3)cc21 (centres undefined)	3.8	0.6	3.6	-4.0	-0.2	-1.8	0.0	-2.5
Cc1cc(NC(=O)C(C)C)ncc1NC(=O)c1cccc(F)c1	0.6	-1.1	-2.2	-9.1	-8.5	-4.3	-5.3	3.5
CN1CCCN(C(=O)/C=C/c2ccc(Cl)cc2Cl)CC1	-0.1	-0.4	19.8	-12.7	-10.7	-0.9	-4.9	-2.5
COc1cccc(C(=O)Nc2ccc(-c3nnc(-c4ccco4)o3)cc2)c1	-8.5	-13.0	11.5	-13.9	-0.7	10.0*	-2.6	-6.3
CCOC(=O)c1cnc(SCCN2CCOCC2)nc1N	0.0	3.5	-6.9	8.7	-4.4	-2.8	-4.3	5.0
CC(NC(=O)CN1C(=O)NC2(CCCCCC2)C1=O)c1ccccc1Cl (centres undefined)	3.7	0.4	2.9	17.5	0.3	-0.4	1.6	-0.9
CCOc1ccc(NC(=O)CNS(=O)(=O)c2c(C)cc(C)cc2C)cc1	2.7	-0.4	-4.0	18.0	2.1	-1.1	0.3	0.8
Cc1ccc(NC2CCCN(C(=O)c3ccc(C)c(N4CCNC4=O)c3)C2)cc1C (centres undefined)	6.8	0.7	8.2	-9.7	-5.8	-2.7	-5.0	-1.4
COc1ccccc1NC(=O)C(=O)NCc1ccncc1	-1.6	-1.7	-33.6	1.3	-11.1	-0.3	-0.9	-4.9
CC(C)c1nc2ccc(Br)cn2c1NC1CCCC1	4.1	-0.1	-1.1	-3.5	-10.9	-0.9	-2.4	-19.9
COc1cc(C(=O)NCCC(=O)NCCN2CCOCC2)cc(OC)c1OC	4.3	-2.8	8.4	5.2	-1.1	-1.6	-0.1	-12.5
O=C(CCS(=O)(=O)c1ccc(F)cc1)N1CCOCC1	-0.4	-1.7	-0.1	-0.5	-8.5	0.2	-1.5	6.4
CC[C@@]1(C(=O)OC)N[C@H](CN(C)C(=O)c2ccc(F)cc2)[C@@H]2C(=O)N(Cc3ccccc3)C(=O)[C@@H]21	1.5	-1.0	4.9	-1.9	-2.5	-0.1	-0.1	-7.4
CC1CCC(NC(=O)c2cccc(S(=O)(=O)N3CCN(C)CC3)c2)CC1 (centres undefined)	-7.4	-0.5	-19.1	-1.6	-8.5	0.2	-0.5	3.0
COCC1CCCCN1Cc1cn(-c2ccccc2)nc1-c1ccc2c(c1)OCO2 (centres undefined)	8.0	3.9	13.1	8.0	-14.0	-3.8	-4.8	4.3
O=C1/C(=C\c2ccccc2)CCc2c1[nH]c1ccccc21	7.2	-0.6	-80.8	24.9	-2.7	-6.2	-0.8	2.8
Cc1c(CN(C)Cc2cn(C)nc2-c2ccccc2F)[nH]c2ccccc12	1.2	1.4	-6.1	0.8	5.7	0.8	-0.7	-11.2
COC(=O)[C@@H](NC(=O)N1CCC(Cc2ccccc2)CC1)C(C)C	-6.6	-0.1	2.1	1.3	-0.8	0.6	0.5	-14.2
CCN1CCN(C(=O)C2CCN(S(=O)(=O)c3ccc(Br)cc3)CC2)CC1	-5.8	-0.1	1.7	22.4	-7.6	-0.9	-0.6	-3.0
Cc1cc(Cl)n2nc(C)c(-c3ccc(Cl)cc3)c2n1	8.6	1.2	-2.2	-0.1	-3.1	-0.2	2.9	-0.8
CN(C)c1ccc2c(c1)C(=NO)c1ccccc1-2	4.8	-0.6	10.3	10.9	·	-23.7	·	5.0
C/C(=N\NC(=O)c1ccoc1C)c1cccnc1	-4.5	1.7	-10.9	-8.2	2.1	-1.5	2.0	-7.2
CCN(Cc1cccs1)C(=O)c1cccc(S(=O)(=O)N2CCN(C)CC2)c1	-3.0	1.0	25.4	-9.4	3.5	-2.2	38.4	5.2
COc1cc(C(=O)c2ccccc2C(=O)O)c(OC)c2c1CCCC2	1.3	0.4	1.7	3.4	·	1.3	·	4.1
CN(CCO)c1ncnc2nc[nH]c12	-3.5	0.6	·	0.1	5.4	1.4	7.7	-1.3
Cc1ccc(C(=O)CSc2n[nH]c(-c3ccco3)n2)cc1C	-2.3	1.7	-3.1	-5.0	3.1	-1.9	-1.0	-4.7
Cc1ccc2nc3c(cc(C(=O)NC4CCCC4)c(=N)n3C3CCCCC3)c(=O)n2c1	-3.0	-0.1	20.1	19.1	-3.9	-4.4	0.1	8.2
C=C1CC2C(CCC3(C)C2CCC3(O)C(C)=O)C2(C)CCC(=O)C=C12 (centres undefined)	-5.5	-0.5	13.0	4.9	-1.6	1.1	4.2	5.8
O=C(CNCCN1CCOCC1)Nc1ccccc1Sc1ccccc1	4.3	2.6	11.6	10.1	-2.1	-1.4	0.3	-7.5
O=C(Cc1cccs1)Nc1nnc(SCc2ccc(F)cc2)s1	3.4	3.0	-6.1	3.6	0.0	5.8	1.5	4.0
O=C(NCCN1CCOCC1)c1ccc(Cl)c(Cl)c1	5.8	-0.5	0.1	-6.9	-4.7	1.4	-3.2	3.1
Cc1ccc(C(C)C)c(OCC#CCN2CCOCC2)c1	3.2	0.4	-6.2	1.7	-3.4	-0.9	-3.9	-8.4
Cc1ccc(NC(=O)O/N=C/c2ccc(N(C)C)cc2)cc1	8.5	0.4	-22.7	2.6	-8.2	18.6*	-4.3	9.4
CC1Cc2ccccc2N1Cc1cc(=O)n2ccsc2n1 (centres undefined)	4.8	-0.1	-3.9	-4.9	-6.1	-0.7	-2.6	8.0
C/C(=N\NC(=O)c1cccc2ccccc12)c1cccs1	1.8	0.1	-35.1	11.6	11.5	-1.5	-0.4	0.9
CCOC(=O)C1CCCN(S(=O)(=O)c2ccc(-c3cc(C)no3)s2)C1 (centres undefined)	2.0	0.0	-7.8	4.6	-6.1	1.7	-7.9	0.0
CC(C)(C)S(=O)(=O)c1ccccc1C(=O)O	-6.2	1.3	-5.3	-23.6	1.9	-0.2	1.6	-0.3
CC1CC(C)CN(CCCNC(=O)c2ccc(CS(=O)(=O)Cc3cccc(Cl)c3)o2)C1 (centres undefined)	4.0	1.1	54.0	10.2	-8.0	1.0	-6.4	-8.6
Cn1c(Cn2cnc([N+](=O)[O-])n2)nnc1SCC(=O)Nc1ccc(Br)cc1	-14.8	-0.9	-3.0	-25.5	0.6	-0.8	2.4	-6.8
COc1ccc(OCCCC(=O)NNC(=O)c2ccncc2)cc1	0.3	-2.4	-7.6	-0.9	-8.8	0.3	-3.3	0.2
CCS(=O)(=O)C1=NN2C(=N)/C(=C\c3ccc(OCCOc4cccc(OC)c4)c(OC)c3)C(=O)N=C2S1	5.5	2.8	-4.7	28.1	·	14.7*	·	-12.9
CCOCCCNC(=O)c1oc2ccc3c(c2c1C)C(O)CC(C)(C)O3 (centres undefined)	-1.7	2.2	-5.7	-5.4	-4.9	-1.1	-2.6	-8.4
CC(C)(CC(=O)O)Cc1nc(-c2ccc(Cl)cc2)no1	1.1	1.0	-9.4	3.0	-6.3	-0.9	0.4	-7.9
CC(=O)c1ccc(N2CCN(C(=O)C3CCN(C(=O)Nc4ccccc4)CC3)CC2)cc1	-17.2	-0.2	2.7	-15.1	-4.7	-1.2	-3.2	1.2
NC(=NCCc1ccccc1)NS(=O)(=O)c1ccccc1	-5.4	0.4	-4.5	17.0	0.5	-1.9	5.5	-8.7
Cc1ccc(-c2nnc(N3CCN(C(=O)c4cccs4)CC3)c3ccccc23)cc1	11.7	16.2	6.3	22.1	-5.4	0.8	-2.3	-11.1
Next structures follow:
SMILES	CXCR6 inh	MPTP inh	Gli-Sufu antag	CCR6 antag	A3G deaminase	NR3A LBD binder	APOBEC3A inh	EBI2 antag
Cc1ccc(-c2cc(-c3ccccc3)c(C#N)c(N)n2)o1	0.6	0.4	-12.9	77.9*	-2.5	-8.8	-6.8	-4.7
CCOC(=O)c1ccc(NC(=S)N2CCSC2c2c(F)cc(F)cc2F)cc1 (centres undefined)	-6.9	17.5	4.9	20.8	-6.1	6.9	-2.6	10.7
Cc1nc(C)n(C(C)CC(=O)O)n1 (centres undefined)	-5.9	-0.5	0.6	25.4	-10.4	1.2	-3.4	-11.2
NS(=O)(=O)c1ccc(CNC(=O)/C=C/c2cccc(Cl)c2)cc1	-0.9	0.0	-3.0	-0.1	-4.5	-0.5	-0.5	-16.5
CC(C)NC(=O)CN(Cc1ccc(F)cc1)C(=O)CCC(=O)Nc1ccccn1	-6.4	-0.3	5.8	-7.8	-5.1	-1.3	2.2	-4.0
COc1ccc(OC)c(C(=O)COC(=O)c2ccc([N+](=O)[O-])o2)c1	-21.9	0.1	-6.9	-4.2	-5.6	1.8	-2.3	-29.3
CCc1ccc(NC(=O)C2CCCN(S(=O)(=O)c3ccc4[nH]c(=O)ccc4c3)C2)cc1 (centres undefined)	0.4	1.2	-8.0	9.6	2.0	-0.1	-0.7	-3.6
COC(=O)c1ccc(COC(=O)c2ccc(S(=O)(=O)N3CCC(C)CC3)cc2)o1	-0.8	-0.3	-4.8	10.5	-7.4	3.4	2.2	11.2
O=C1CNC(=O)/C1=C\N1CCN(C(c2ccccc2)c2ccccc2)CC1	-5.6	3.3	4.0	10.2	-6.8	-8.1	-1.5	6.7
COc1ccc(/C=N\NC(=O)CNC(=O)C(c2ccccc2)c2ccccc2)cc1[N+](=O)[O-]	1.9	0.1	-4.7	14.6	-10.2	5.1	-3.2	-3.4

Retrieved by structure from above (two):
SMILES	CXCR6 inh	MPTP inh	Gli-Sufu antag	CCR6 antag	A3G deaminase	NR3A LBD binder	APOBEC3A inh	EBI2 antag
Cc1ccc(-c2cc(-c3ccccc3)c(C#N)c(N)n2)o1	0.6	0.4	-12.9	77.9*	-2.5	-8.8	-6.8	-4.7
Cc1nc(C)n(C(C)CC(=O)O)n1 (centres undefined)	-5.9	-0.5	0.6	25.4	-10.4	1.2	-3.4	-11.2

Next section
SMILES	CXCR6 inh	MPTP inh	Gli-Sufu antag	CCR6 antag	A3G deaminase	NR3A LBD binder	APOBEC3A inh	EBI2 antag
O=[N+]([O-])c1ccc(C2CNC(c3ccccc3)O2)cc1 (centres undefined)	-4.2	-1.3	1.5	-5.7	-3.8	-1.7	-1.3	-4.8
NC(=O)c1nn(-c2ccccc2)nc1NC(=O)Cn1nnc(-c2ccccc2)n1	3.9	-0.2	-5.3	6.3	0.1	-0.4	0.6	-11.0
COC(=O)CSc1ncc(S(=O)(=O)c2ccccc2)c(=O)[nH]1	-16.3	-0.4	4.6	11.0	3.2	-0.4	8.2	-4.8
C/C(=N\NC(=O)c1c([N+](=O)[O-])c(C)nn1C)c1ccc(NC(=O)C2CCCC2)cc1	6.6	-0.2	39.9	2.1	-4.9	-0.8	-3.1	-1.4
O=C(c1ccccc1)N1CCCC(c2nc3c(nnn3Cc3ccccc3)c(=O)[nH]2)C1 (centres undefined)	0.2	-0.8	3.5	16.3	-6.6	-1.5	-1.8	-13.1
CCOC(=O)CSC1=NC(=O)/C(=C\c2ccc(OC(C)=O)cc2)S1	29.6	1.0	-15.9	77.8*	0.6	-1.6	-0.2	-14.6
Nc1cc(C(=O)OCC(=O)Nc2ccc(N3CCOCC3)cc2)ccc1Cl	-2.1	-0.8	·	11.2	-5.4	0.9	-2.6	-1.2
CN(CCOc1ccc(Cl)cc1)Cc1cccc(S(=O)(=O)N(C)C)c1	-2.2	1.3	0.7	17.1	-9.2	-0.5	-3.6	33.0
